Bioassay records: PubChem, several laboratories
SRC2 inh = inhibits human steroid receptor coactivator 2 | inhibition, % at 9 µM | 0.17% of 370,000 active | HEK293 GAL4-SRC2 luciferase reporter, luminescence | Q15596;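 active means inhibition above the mean inhibition of all tested compounds plus 3 SD, set per campaign, cut at about 52% in these data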;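 further: 0% = DMSO treated cells and 100% = cells given Gossypol at 36 µM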
HTR2A ag = agonists of mouse serotonin 5-HT2A receptor (HTR2A); P35363; CHO-K1 mHTR2A beta-arrestin complementation, luminescence; percent of 30 µM serotonin response; activation, % at 7.6 µM; 0.66% of 360,000 active; AID 624169;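 active means activation above a run cutoff, the mean activation of all tested compounds plus 3 SD, cut at about 14% in these data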;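 further: 0% = plate median of compound wells and 100% = 30 µM serotonin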
ABCB6 inh MLPCN = inhibitors of human ABC transporter ABCB6 | K562-ABCB6 porphyrin accumulation, flow cytometry, 1 h; active compounds read low | fluorescence ratio to DMSO, % at 10 µM | 0.19% of 360,000 active;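 active means fluorescence ratio to DMSO below 75%, the collection mean minus 3 SD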;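 further: signal is porphyrin accumulated inside mitochondria; 100% equals median channel fluorescence of DMSO control wells; lower ratio means ABCB6 inhibition with less porphyrin fluorescence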
MC4R ag barr = activates human MC4R beta-arrestin recruitment; P32245; U2OS MC4R beta-arrestin complementation, luminescence; percent of melanotan II response, DMSO zero; activation, % at 8.9 µM; 0.98% of 360,000 active;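 active means activation above a per-plate cutoff, the mean activation of sample wells on that plate plus 3 SD, cut at about 8% in these data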
ABHD5 PLIN5 PPI = ABHD5-PLIN5 protein interaction inhibition. Q00G26+Q8WTS1. Split G. princeps luciferase complementation, luminescence, 4 h. inhibition, % at 4 µM. AID 602281. 0.78% of 360,000 active;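 active means inhibition above the mean inhibition across every tested compound plus 3 SD, cut at about 22% in these data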;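 further: 0% = DMSO only wells and the 100% control is not disclosed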
NOD2-RIPK2 inh = NOD2-RIPK2 protein interaction inhibition | O43353 | CHO BLA complementation NOD2-RIPK2, CCF4 ratio | inhibition, % at 4.98 µM | 0.38% of 360,000 active | AID 624267; in the data active means inhibition above about 21%;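 further: 0% = vehicle only and 100% = reference blocker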
Cardio protect = modulators protecting cardiomyocytes from myocardial damage; H9c2 cardiomyocytes, H2O2 injury protection, ATPLite, 2 h; protection from H2O2 cell death, % at 20 µM; 0.63% of 360,000 active;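 active means compounds giving at least 50% protection of heart cells from peroxide-induced death in the single-dose screen, raw or plate-pattern-corrected value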;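 further: 0% = DMSO wells with peroxide and 100% = DMSO wells without peroxide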
N-glyco inh = blocks N-linked glycosylation in D54 reporter cells | 0.23% of 360,000 active | AID 588692 | D54 ERlucT glycosylation luciferase reporter, 24 h; percent of 100 nM tunicamycin response | reporter increase, % at 12.5 µM;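 active means mean luciferase reporter signal, scaled so untreated is 0 and the glycosylation-blocking control 100, at or above a set limit in every replicate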;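 further: luciferase carries N-glycosylation sites so blocking glycosylation raises the light; 0% = median of neutral control wells and 100% = median of 100 nM tunicamycin wells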
TLR9-MyD88 inh = TLR9-MyD88 interaction inhibition | inhibition, % at 4.98 µM | 0.21% of 340,000 active | CHO BLA complementation TLR9-MyD88, CCF4 FRET ratio;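 active means inhibition above the mean over all tested compounds plus 3 SD, cut at about 21% in these data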;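 further: 0% = DMSO only wells and 100% = clavulanate BLA inhibitor control wells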
MC4R antagonist = human MC4R antagonism in cAMP assay; 0.48% of 360,000 active; P32245; inhibition, % at 6.5 µM; AID 540295; MC4R-expressing cells, MTII-stimulated cAMP, LANCE TR-FRET;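 active means inhibition above its plate's cutoff, the mean of tested wells on that plate plus 3 SD, cut at about 29% in these data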;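 further: 0% = Melanotan II alone and 100% = Melanotan II plus saturating MCL0020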
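Assay system: human MC4R-expressing U2OS cells; reagent: Melanotan II stimulation of cells; dosing: 6.5 µM single dose; timing: compound 30 min, challenge 1 h, detection 1 h; signal: TR-FRET cAMP assay; replicates: one well per compound, no replicates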
* = called active by the depositor; · = no result given; & = joins results of further samples. This is a subset; count on the stated rates, not on these rows.

SMILES	SRC2 inh	HTR2A ag	ABCB6 inh MLPCN	MC4R ag barr	ABHD5 PLIN5 PPI	NOD2-RIPK2 inh	Cardio protect	N-glyco inh	TLR9-MyD88 inh	MC4R antagonist
O=C(CCc1ccccc1)Nc1ccccc1[N+](=O)[O-]	-53.8	0.1	102.0	-1.8	-1.4	-8.0	-0.2	-1.6	-6.1	-0.8
Cc1ccsc1/C=N/NC(=O)Cn1cnc2ccccc21	0.7	1.4	99.0	-1.8	-6.0	4.1	3.1	3.0	6.3	1.0
Cc1nn(-c2ccc(Br)cc2)c(=O)c2ccccc12	-78.5	-6.3	87.0	0.2	-1.4	5.0	1.4	-3.8	-3.2	-2.5
CC1CCN(CC(=O)Nc2ccc(S(=O)(=O)N3C(C)CCCC3C)cc2)CC1 (stereo not given)	-8.6	-2.4	103.0	1.1	-9.1	-3.1	0.7	-7.1	-0.8	4.3
CCC(=O)N1CCc2cc(S(=O)(=O)CCC(=O)NCc3cccc(OC)c3)ccc21	13.0	9.0	105.0	1.6	-16.4	5.5	4.1	-0.7	-2.6	14.3
Cn1c(NCc2ccco2)nc2c1c(=O)n(Cc1ccc(Br)cc1)c(=O)n2C	23.6	-2.8	98.0	0.1	1.2	-7.2	31.7	-5.8	-1.2	-5.0
CCCCCCC1CC(=O)NC(=O)N1 (stereo not given)	6.1	-0.7	98.0	-1.0	-2.9	2.0	3.2	1.0	4.5	6.3
Cc1cccc(C)c1NC(=O)NC1(C(=O)N2CCCC2)CCCCC1	9.0	1.0	96.0	-1.8	-5.5	9.0	1.7	1.6	5.9	5.1
CC(=O)Nc1ccc(/C=N/NC(=O)c2cc3ccccc3nc2C)cc1	-5.2	-1.0	101.0	-2.3	3.6	3.7	-2.5	-2.1	-5.3	-0.4
O=C1Nc2c(c(=O)[nH]c(=O)n2Cc2ccccc2)C1(NS(=O)(=O)c1ccccc1)C(F)(F)F (stereo not given)	-27.2	1.2	92.0	-1.8	-1.7	6.7	1.7	1.0	-4.0	2.9
COc1ccc2nc(N3C(=O)C(O)=C(C(=O)c4ccco4)C3c3ccccc3OC)sc2c1 (stereo not given)	-14.9	3.7	95.0	-2.0	-43.0	-7.5	3.1	1.3	-0.7	8.4
CCCCCc1cc(=O)oc2c(C(CCN(CC)CC)c3ccc(N(C)C)cc3)c(OC)cc(OC)c12 (stereo not given)	-3.1	-5.9	99.0	4.7	18.9	8.8	-22.4	-11.3	-2.2	1.7
CN(C)c1ccccc1C(=O)N1CCCC(Nc2ccc(F)cc2)C1 (stereo not given)	17.6	-3.7	95.0	-1.7	-1.3	-3.9	1.9	1.6	-1.7	14.3
CC(C)(CO)C(O)C(=O)NCCC#N (stereo not given)	12.9	-3.4	102.0	0.1	4.9	-10.9	0.4	0.4	4.5	-1.9
Cc1ccc(S(=O)(=O)Nc2nc3ccccc3nc2NCc2ccco2)cc1C	-3.9	3.7	115.0	-0.5	27.7*	-25.5	-21.6	-1.3	0.2	-1.7
COc1cc(CO)cc(Br)c1OCC(=O)O	-18.2	0.3	103.0	-1.6	-11.7	-14.5	1.3	0.0	3.2	15.4
CC1=C(C(=O)Nc2ccccc2C)C(c2ccc(C)o2)C2=C(CCCC2=O)N1 (stereo not given)	0.6	-0.1	99.0	-1.2	3.6	7.5	5.7	-0.5	7.4	15.3
FC(F)(F)c1nc2nc(Cl)c(Cl)nc2n1CCCN1CCOCC1	1.8	-4.5	101.0	-0.8	-7.1	-5.7	5.3	-1.6	-4.3	3.7
CN(C)CCN(C(=O)c1ccc(Br)s1)c1nc2cc3c(cc2s1)OCCO3	-3.1	-6.5	92.0	2.0	6.5	4.3	6.9	3.0	3.7	6.6
CCN1CCN(C(=O)CCc2nc3ccccc3n2-c2ccccc2)CC1	-1.6	-1.5	97.0	-2.5	0.3	4.4	12.2	-2.1	-1.3	14.5
COc1cc(-c2cc(C(=O)OCC(=O)NC3CC3)c3ccccc3n2)cc(OC)c1OC	-4.5	3.5	86.0	-1.1	8.9	19.5	63.9*	2.5	-0.9	13.2
O=C(O)c1cc(Cl)ccc1-c1ccc(/C=C/c2cc(C(F)(F)F)[nH]c(=O)n2)o1	19.9	-2.9	104.0	-1.0	-2.0	22.9*	5.4	1.6	19.4	-1.1
Cc1cc(C)n(S(=O)(=O)c2cccc(Cl)c2Cl)n1	-6.8	-3.2	93.0	1.7	-2.1	3.5	3.4	-0.8	-2.6	4.6
CC1CCCN(c2ccc(C(=O)NCc3ccccc3)cn2)C1 (stereo not given)	-29.4	-5.2	96.0	-2.6	-3.8	-13.1	-2.9	0.0	-6.3	-7.1
COC(=O)C(CC(C)C)NC(=O)c1ccc([N+](=O)[O-])c(C)c1 (stereo not given)	-2.7	2.9	92.0	-1.8	2.0	-1.3	2.8	-1.5	-3.9	18.9
CCOC(=O)c1cccc(NC(=O)C2CCCN(c3nnc(N4CCCC4=O)s3)C2)c1 (stereo not given)	-12.5	12.2	97.0	-0.8	0.4	-4.6	14.1	-0.6	8.1	10.0
CCOc1ccccc1C(=O)NCC(=O)OCc1csc(CC(=O)Nc2ccc(C)cc2)n1	-33.6	-8.5	97.0	-0.7	-7.4	-10.2	-11.0	0.8	7.9	13.8
CCN(C(=O)COC(=O)CNC(=O)C1CCCCC1)c1ccccc1	-1.1	8.9	101.0	0.2	3.3	-8.0	3.5	0.3	1.3	12.0
Fc1ccc(CN2CCN(c3ncccn3)CC2)cc1	-11.5	22.6*	95.0	0.7	1.7	-3.3	1.3	-0.1	-1.2	9.8
COc1ccc(S(=O)(=O)N2CCCN(S(=O)(=O)c3ccc(OC)cc3C)CC2)c(C)c1	1.2	-0.3	97.0	1.2	-3.9	-4.2	-6.9	-2.5	-7.3	0.0

10 compounds already listed, ordered by molecular weight, rising:
SMILES	SRC2 inh	HTR2A ag	ABCB6 inh MLPCN	MC4R ag barr	ABHD5 PLIN5 PPI	NOD2-RIPK2 inh	Cardio protect	N-glyco inh	TLR9-MyD88 inh	MC4R antagonist
Fc1ccc(CN2CCN(c3ncccn3)CC2)cc1	-11.5	22.6*	95.0	0.7	1.7	-3.3	1.3	-0.1	-1.2	9.8
COc1cc(CO)cc(Br)c1OCC(=O)O	-18.2	0.3	103.0	-1.6	-11.7	-14.5	1.3	0.0	3.2	15.4
COC(=O)C(CC(C)C)NC(=O)c1ccc([N+](=O)[O-])c(C)c1 (stereo not given)	-2.7	2.9	92.0	-1.8	2.0	-1.3	2.8	-1.5	-3.9	18.9
CCN1CCN(C(=O)CCc2nc3ccccc3n2-c2ccccc2)CC1	-1.6	-1.5	97.0	-2.5	0.3	4.4	12.2	-2.1	-1.3	14.5
CC1=C(C(=O)Nc2ccccc2C)C(c2ccc(C)o2)C2=C(CCCC2=O)N1 (stereo not given)	0.6	-0.1	99.0	-1.2	3.6	7.5	5.7	-0.5	7.4	15.3
FC(F)(F)c1nc2nc(Cl)c(Cl)nc2n1CCCN1CCOCC1	1.8	-4.5	101.0	-0.8	-7.1	-5.7	5.3	-1.6	-4.3	3.7
O=C(O)c1cc(Cl)ccc1-c1ccc(/C=C/c2cc(C(F)(F)F)[nH]c(=O)n2)o1	19.9	-2.9	104.0	-1.0	-2.0	22.9*	5.4	1.6	19.4	-1.1
CCOC(=O)c1cccc(NC(=O)C2CCCN(c3nnc(N4CCCC4=O)s3)C2)c1 (stereo not given)	-12.5	12.2	97.0	-0.8	0.4	-4.6	14.1	-0.6	8.1	10.0
CCOc1ccccc1C(=O)NCC(=O)OCc1csc(CC(=O)Nc2ccc(C)cc2)n1	-33.6	-8.5	97.0	-0.7	-7.4	-10.2	-11.0	0.8	7.9	13.8
COc1ccc(S(=O)(=O)N2CCCN(S(=O)(=O)c3ccc(OC)cc3C)CC2)c(C)c1	1.2	-0.3	97.0	1.2	-3.9	-4.2	-6.9	-2.5	-7.3	0.0

Later entries.
SMILES	SRC2 inh	HTR2A ag	ABCB6 inh MLPCN	MC4R ag barr	ABHD5 PLIN5 PPI	NOD2-RIPK2 inh	Cardio protect	N-glyco inh	TLR9-MyD88 inh	MC4R antagonist
C#CCN1C(=O)C(O)(CC(=O)c2cccc(OC)c2)c2ccccc21 (stereo not given)	-4.5	4.5	97.0	-2.2	-1.7	-4.4	3.7	-0.5	-16.8	1.4
CCOC(=O)c1cc(NC(=O)c2cccs2)ccc1N1CCOCC1	-23.9	-2.5	97.0	-0.8	-9.8	5.0	6.0	1.4	-6.0	-4.9
COc1ccc(NC(=O)Nc2cccc3c2O[C@H](CN(C)C(=O)Nc2ccc(C(F)(F)F)cc2)[C@@H](C)CN([C@H](C)CO)C3=O)cc1	·	3.7	96.0	-0.1	-2.5	4.3	11.8	4.2	-3.3	34.8*
CC(C)(C)OC(=O)CNC(=O)c1[nH]cnc1C(=O)NC1CCNCC1	-8.9	-5.6	99.0	0.8	-2.0	-1.5	1.0	0.0	-8.8	7.2
CN(C)Cc1nc2ccccc2c(=O)n1CC(=O)Nc1cccc(S(=O)(=O)N2CCOCC2)c1	-29.6	3.2	104.0	0.4	-7.8	-19.8	6.9	0.5	-11.1	1.0
CC1CCN(CCc2nc3cc(NC(=O)C(C)C)ccc3n2C)CC1	12.1	-3.7	96.0	-1.7	4.6	2.7	-3.2	-2.2	0.5	15.8
CC1(C)CC(=O)C(=CN2CCOCC2)C(=O)C1	-18.1	0.5	103.0	1.4	5.5	-2.6	7.4	3.5	-0.1	13.6
c1ccc(-c2cn3c4c(sc3n2)CCCC4)cc1	-47.6&26.2	-1.4&-6.4	98.0&96.0	0.3&-1.4	2.9&10.7	2.5&-10.5	-20.2&-21.0	-18.9&-21.4	13.4&1.1	-5.1&-6.7
FC(F)(F)c1nnc(-c2ccccc2)nc1N1CCCC1	-13.7	-0.3	94.0	1.7	14.4	-10.0	4.6	0.1	4.4	-2.6
O=C1NC[C@@H](CCCCN2C[C@H](Cc3ccc(O)cc3)N(CCc3ccccc3)C(=O)C2=O)N(CC2CCCCC2)C1=O	-26.7	1.9	97.0	·	7.3	-5.3	·	·	·	·
CCn1c(=S)[nH]c2sc3c(c2c1=O)CCCCC3	-16.8	-3.0	98.0	-0.1	2.1	-9.2	14.0	0.6	-11.5	12.4
CCN(CC)S(=O)(=O)c1ccc2oc(Nc3ccc(OC)cc3)nc2c1	-24.6	-6.3	87.0	-1.0	3.2	-7.8	-0.9	-6.9	-4.6	0.6
